# Assay outcomes from PubChem.
# eLon inh = inhibits E. coli Lon protease. inhibition, % at 7.94 µM. AID 602123. 0.42% of 360,000 active. P0A9M0. purified E. coli Lon protease, fluorescence polarization; in the data active means inhibition above about 13%, passing the limit was not always enough;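 further: 0% = enzyme with probe and DMSO and 100% = no enzyme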
# Rin1 Abl inh = inhibitors of human Rin1-Abl protein interaction; TR-FRET Rin1/Abl binding, biochemical; P00519+Q13671; 0.4% of 360,000 active; inhibition, % at 7.35 µM; in the data active means inhibition above about 5%, passing the limit was not always enough
# FAS TE block = blocks the thioesterase domain of human fatty acid synthase | AID 602261 | recombinant FAS-TE, OMFH fluorogenic substrate, fluorescence endpoint | 0.67% of 360,000 active | inhibition, % at 15 µM | P49327;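 active means compounds whose normalised, plate-corrected inhibition of enzyme fluorescence in the single-dose primary screen is 50% or more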;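 further: 0% = DMSO with enzyme and 100% = substrate without enzyme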
# MT1-MMP act inh = MT1-MMP (human) activation inhibition; HT1080 RFP-PRO-GFP cells, GFP/RFP ratio fluorescence, overnight; percent of plate control window, DMSO zero; GFP/RFP ratio change, % at 20 µM; 0.061% of 360,000 active;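 active means GFP/RFP ratio change of at least 30% with cell ATP level not reduced by more than half and red fluorescence within 50% of control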; further: strong numbers were not always called active
#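 Assay system: HT1080 RFP-PRO-GFP cells | Dosing: 20 µM single dose, 1% DMSO | Incubation: Cells overnight before dosing, compound overnight, 37 °C, 5% CO2 | Evaluation: GFP/RFP fluorescence ratio | Control set: DMSO-only wells and HT1080 RFP-L50D-GFP cell wells as references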
# bovine MsrA act = bovine methionine sulfoxide reductase A activation; purified bovine MsrA, absorbance read-out; activation, % at 10.6 µM; 0.3% of 360,000 active; AID 602163; in the data active means activation above about 7.5%;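 further: 0% = vehicle and 100% = reference activator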
# MLLE-PAM2 inh = inhibitors of microRNA-mediated deadenylation, human PABP1 MLLE binding; P11940; GST-MLLE / FITC-PAM2 fluorescence polarization; inhibition, % at 20 µM; 0.36% of 360,000 active; in the data active means inhibition above about 35%, passing the limit was not always enough;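 further: plate controls were DMSO wells with GST-MLLE for no effect and wells lacking GST-MLLE protein for full effect; some results filed as inactive read as strong as hits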
# Target sequence (P11940 whole entry, looked up): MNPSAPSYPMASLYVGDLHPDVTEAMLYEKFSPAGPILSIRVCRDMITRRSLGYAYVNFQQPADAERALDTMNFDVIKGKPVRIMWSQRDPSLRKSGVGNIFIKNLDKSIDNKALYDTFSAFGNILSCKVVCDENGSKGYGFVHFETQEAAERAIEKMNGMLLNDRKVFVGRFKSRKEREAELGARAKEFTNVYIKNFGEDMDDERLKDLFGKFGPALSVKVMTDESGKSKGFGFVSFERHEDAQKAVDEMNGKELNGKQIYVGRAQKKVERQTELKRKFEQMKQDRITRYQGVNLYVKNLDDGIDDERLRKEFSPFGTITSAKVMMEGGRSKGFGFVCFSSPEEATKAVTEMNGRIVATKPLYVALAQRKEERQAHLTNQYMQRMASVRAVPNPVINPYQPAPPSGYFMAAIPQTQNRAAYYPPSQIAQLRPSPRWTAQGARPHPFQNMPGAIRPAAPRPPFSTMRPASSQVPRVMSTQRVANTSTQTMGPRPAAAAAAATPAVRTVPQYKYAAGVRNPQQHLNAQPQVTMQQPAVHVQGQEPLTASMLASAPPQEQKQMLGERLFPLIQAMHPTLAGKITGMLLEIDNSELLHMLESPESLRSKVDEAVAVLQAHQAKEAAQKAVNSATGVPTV
# Rpn11 block = Rpn11 (human) deubiquitinase inhibition | O00487 | human 26S proteasome, Ub4-pepOG fluorescence polarization; 20S core pre-blocked with epoxomicin | 0.59% of 360,000 active | calls only at 20 µM;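 active means inhibition at 20 µM, scaled to each plate's controls, above about 33%, limit read from the data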
# Target sequence (O00487 whole entry, looked up): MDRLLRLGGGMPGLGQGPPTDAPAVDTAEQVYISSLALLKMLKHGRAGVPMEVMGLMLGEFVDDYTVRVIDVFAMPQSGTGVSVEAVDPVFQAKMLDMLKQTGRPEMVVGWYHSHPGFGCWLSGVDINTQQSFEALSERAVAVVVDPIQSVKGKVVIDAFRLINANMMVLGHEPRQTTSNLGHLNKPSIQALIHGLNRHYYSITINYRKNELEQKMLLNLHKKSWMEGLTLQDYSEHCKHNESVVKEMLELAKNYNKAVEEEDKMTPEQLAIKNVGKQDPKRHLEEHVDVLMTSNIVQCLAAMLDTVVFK
# CSN deneddyl inh = CSN deneddylation inhibition. inhibition, % at 12.5 µM. Q92905. Purified CSN, SCF-Nedd8-OG deneddylation, fluorescence polarization. 0.38% of 360,000 active;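 active means pattern-corrected inhibition above about 35%, with an unprinted fluorescence ratio check between 0.5 and 1.5, limit read from the data, passing the limit was not always enough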;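 further: 0% = enzyme with substrate and 100% = substrate without enzyme; some results filed as inactive read as strong as hits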
#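 Material: purified human Csn5 enzyme expressed in HEK293T cells / Medium: Tris buffer pH 7.5, NaCl, DTT, Tween-20, trehalose, ovalbumin / Compound dosing: 12.5 µM single point / Schedule: 90 min incubation of compound, enzyme and substrate at room temperature / Signal: fluorescence polarization of the substrate / Control set: no-enzyme wells high, enzyme-with-substrate wells low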
# MsrA inhibitor = inhibitors of bovine MsrA; purified bovine MsrA, absorbance read-out; inhibition, % at 15.5 µM; 0.75% of 360,000 active; AID 651718; in the data active means inhibition above about 4.5%;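 further: 0% = vehicle wells with enzyme and 100% = reference inhibitor wells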
# Active calls of the source: *; i = inactive; x = no result given.
# Results follow in this order: eLon inh	Rin1 Abl inh	FAS TE block	MT1-MMP act inh	bovine MsrA act	MLLE-PAM2 inh	Rpn11 block	CSN deneddyl inh	MsrA inhibitor
- COc1cc(NC(=O)c2cc(-c3ccc4c(c3)OCO4)on2)cc(OC)c1OC
  -4	12*	-2	11	-2	8	i	1	0.4
- CN(C)CCNC(=O)c1cccc(-c2cnc3c(NC=O)cc(-c4cccc(F)c4)cn23)c1
  -1	-1	-5	0	-1	-61	i	6	0.2
- OC[C@@H]1CN(Cc2ccc(Cl)cc2)C[C@H](n2cnc3c(NC4CC4)ncnc32)O1
  -19	17*	-6	2	-3	-1	i	-3	-1.0
- Cc1ccc(NC(=O)CCC(=O)Nc2nnc(C3CCCCC3)s2)cc1
  9	4	-1	-2	-7	15	i	-1	0.6
- Cn1c(C(=O)N2CCN(Cc3ccc4c(c3)OCO4)CC2)cc2c(=O)n(C)c3ccccc3c21
  -10	6	6	6	1	-6	i	0	1.1
- CC(C)c1ccc(N=C2N=C(N)c3ccccc32)cc1
  10	0	-82	-13	-8	-38	i	1	-0.1
- Cc1nn(C)cc1S(=O)(=O)NCc1ccc2c(c1)OCO2
  -7	3	-5	-2	-3	11	i	-2	-0.1
- O=C(O)c1cccc(N2C(=O)/C(=C/c3ccc([N+](=O)[O-])cc3)C=C2c2ccccc2)c1
  -3	2	0	-4	1	-126	i	20	1.4
- CCOC(=O)c1cnc2ccc(OCC)cc2c1NCc1ccccc1OC
  5	-1	25	-21	1	-1	i	-1	0.3
- CCCCn1c(N)c(N(Cc2ccccc2OC)C(=O)c2cc(=O)[nH]c3ccccc23)c(=O)[nH]c1=O
  0	-1	-2	-9	-3	-28	i	-3	0.6
- O=C(C1CCCN(Cc2ccc(Br)cc2)C1)N1CCCCC1 (stereo not given)
  -4	4	-5	2	-2	-16	i	-3	2.0
- O=C(COc1ncnc2ccccc12)NC1CCS(=O)(=O)C1 (stereo not given)
  2	2	-7	2	-14	4	i	-2	1.7
- Cc1ccc(S(=O)(=O)Cc2ccccc2Cl)cc1
  10	-3	0	2	2	14	i	-8	-0.2
- Cn1c(=O)[nH]c(=O)c2c1nc(N1CCN(Cc3ccccc3)CC1)n2CCSc1ncccn1
  -8	2	-5	5	-4	14	i	3	-0.4
- C=CCN(C(=O)Cn1nc(C)n2c(cc3cc(C)ccc32)c1=O)c1ccccc1
  0	-1	8	-2	-4	-16	i	1	0.9

# Some entries already given, reduced to eLon inh, MLLE-PAM2 inh and MT1-MMP act inh.
molecule | eLon inh | MLLE-PAM2 inh | MT1-MMP act inh
CN(C)CCNC(=O)c1cccc(-c2cnc3c(NC=O)cc(-c4cccc(F)c4)cn23)c1 | -1 | -61 | 0
CC(C)c1ccc(N=C2N=C(N)c3ccccc32)cc1 | 10 | -38 | -13

# (further entries)
# Results follow in this order: eLon inh	Rin1 Abl inh	FAS TE block	MT1-MMP act inh	bovine MsrA act	MLLE-PAM2 inh	Rpn11 block	CSN deneddyl inh	MsrA inhibitor
- CCOC(=O)C1(Cc2ccc(OC)cc2)CCN(C(=O)CCn2cccn2)CC1
  -1	-6	-7	4	-3	0	i	3	-0.4
- O=C(COC(=O)c1ccccc1)c1ccc2c(c1)OCCO2
  -3	5	8	-1	-2	5	i	0	-1.1
- COc1ccc(-c2ccc(/C=N/NC(=O)Cc3nnc(N)s3)o2)cc1Cl
  -24	-2	2	0	-6	-63	i	9	3.2
- COc1ccccc1OCCSc1nc2ccc([N+](=O)[O-])cc2s1
  -4	-2	16	0	-10	-38	i	-15	0.2
- O=C(C1CC(=O)N(c2ccccc2)C1)N1CCN(c2ccc(F)cc2)CC1 (stereo not given)
  -11	2	-5	-2	-1	-20	i	3	0.0
- O=C(O)c1ccccc1-c1ccccc1C(=O)Nc1cccc2ccccc12
  -3	-1	-2	-5	11*	2	i	1	-0.9
- O=C(NCc1ccc(F)cc1)C1CCC(=O)N1C1CCCCC1 (stereo not given)
  -3	6	-12	2	-3	17	i	5	0.9
- CCN(CC)S(=O)(=O)c1ccc(OC)c(NC(=O)c2ccc([N+](=O)[O-])cc2)c1
  1	2	4	-1	-8	-7	i	-11	-1.4
- COc1ccc(-c2nn(-c3ccccc3)cc2/C=N/Nc2cccc(C(=O)O)c2)cc1
  -1	2	15	4	-2	-6	i	-5	0.7
- O=C(COC(=O)c1ccc(Cl)cc1[N+](=O)[O-])NNC(=O)c1cccs1
  -12	-1	-5	7	0	16	i	-7	0.9
- COc1ccc(CNC(=O)CCn2c(=O)oc3ccccc32)cc1
  10	-2	-1	4	3	-2	i	-8	1.0
- O=C(CCc1nc(-c2cccs2)no1)Nc1cnc2ccccc2c1
  -1	0	-2	1	-1	8	i	-2	0.2
- COC(=O)C1=C(CSc2nc3ccccc3s2)NC(=O)NC1c1ccc(F)cc1 (stereo not given)
  -2	-1	-2	-5	-9	24	i	5	0.7
- COc1ccc(C(=O)N(C)Cc2ccc(OC)c(OC)c2OC)cc1S(=O)(=O)N1CCOCC1
  -11	1	-5	2	-3	-3	i	-1	0.2
- O=C1N/C(=N/N=C/c2ccccc2O)SC1Cc1ccc(F)cc1 (stereo not given)
  -5	0	4	2	-4	17	i	0	2.1

# Single entries from the list:
# O=C(COC(=O)c1ccccc1)c1ccc2c(c1)OCCO2 | bovine MsrA act: -2
# COc1ccc(-c2ccc(/C=N/NC(=O)Cc3nnc(N)s3)o2)cc1Cl | MT1-MMP act inh: 0

# Next records.
# Results follow in this order: eLon inh	Rin1 Abl inh	FAS TE block	MT1-MMP act inh	bovine MsrA act	MLLE-PAM2 inh	Rpn11 block	CSN deneddyl inh	MsrA inhibitor
- CN(C)c1ccc(C2C3C(=O)N(c4ccc(C(=O)O)cc4)C(=O)C3ON2c2ccccc2)cc1 (stereo not given)
  -5	-1	-5	1	-6	9	i	5	-0.2
- COc1ccc(C)cc1NC(=O)C(OC(=O)c1cccc(S(=O)(=O)N(C)c2ccccc2)c1)c1ccccc1 (stereo not given)
  -21	-1	41	0	-2	-16	i	-9	1.6
- COC(=O)c1ccc(C)c(NC(=O)CSc2nnc3ccccn23)c1
  -7	-1	-7	-3	-4	7	i	-1	1.3
- O=C(COc1ncnc2ccccc12)c1ccc(Cl)cc1
  11	3	0	0	-5	-8	i	-12	-0.3
- CCOC(=O)C1CCN(CCC(=O)Nc2ccc(Cl)cc2)CC1
  0	7	-2	3	5	1	i	-1	0.1
- COc1ccc(-c2cc(=O)oc3c(C)c(OCC(=O)N(C)C)ccc23)cc1
  -1	3	3	-4	-4	-7	i	-4	2.8
- COc1ccc(-c2cc(C)nc(SCC(=O)c3cccc([N+](=O)[O-])c3)n2)cc1
  -9	3	30	9	-2	6	i	1	0.1
- CC(C(=O)Nc1nncs1)N1C(=O)C2C3C=CC(C3)C2C1=O (stereo not given)
  1	1	-7	1	-2	3	i	-2	1.0
- Oc1ccc(N=C/C=C/c2cccc(Br)c2)cc1-c1nc2ccccc2s1
  -19	-6	20	-3	-12	-59	i	23	x
- Cc1cccc(-c2noc(-c3cc4ccccc4oc3=O)n2)c1
  7	8	7	7	-10	0	i	-2	0.6
- CNc1c(NC(=O)C2CCC(C)CC2)c(=O)oc2ccccc12 (stereo not given)
  0	-1	-4	5	-1	7	i	1	-1.4
- O=C(c1ccco1)N1CCN(Cc2cc(=O)oc3cc(O)ccc23)CC1
  -9	-2	1	-9	-4	9	i	-4	1.6
- CCOCCCNC(=S)N1CCN(Cc2ccco2)CC1
  -1	-1	-6	-3	0	-103	i	-19	-0.6
- Cc1noc(C)c1NC(=O)Nc1cccc2c1O[C@@H](CN(C)Cc1ccc3c(c1)OCO3)[C@@H](C)CN([C@H](C)CO)C2=O
  5	0	-10	2	0	-7	i	-6	0.9
- N#CCC(=O)Nc1ccc(C(F)(F)F)cc1N1CCOCC1
  -7	-2	-4	-3	-2	-7	i	4	1.3
- CCCn1cnnc1CNC(=O)[C@H]1O[C@@H](n2cnc3c(N)ncnc32)[C@H](O)[C@@H]1O
  0	3	-11	2	-6	0	i	1	1.3
- CC(C)(C)NC(=O)NC(=O)CSc1ncccn1
  -1	2	-6	2	7	10	i	-2	0.4
- CC1CCC(NC(=O)c2ccc(S(C)(=O)=O)cc2)CC1 (stereo not given)
  -3	-2	3	1	-2	-6	i	0	-1.1
- CN(C(=O)CSc1ncnc2sc3c(c12)CCCC3)C1CCS(=O)(=O)C1 (stereo not given)
  -5	-9	-7	0	-4	-5	i	1	-0.8
- CC(C)C[C@H](NC(=O)OC(C)(C)C)C(=O)N[C@@H](CO)[C@H](O)[C@@H]1C[C@@H]1C(=O)NC1CCCCC1
  -16	2	-8	5	-2	8	i	1	0.7
- Cc1ccc(C=Nc2ccccc2C#N)s1
  -5	3	-5	6	-4	5	i	-8	0.0
- COc1ccc(CNCCNC(=O)c2cccs2)c(OC)c1OC
  -2	3	-4	0	18*	-10	i	-6	1.4
- COc1ccc(Oc2coc3cc(OC(=O)N4CCOCC4)ccc3c2=O)cc1
  -1	1	-2	4	-4	-1	i	2	0.3
- Cc1cccc(COCC(Cc2ccccc2)N2CCN(C(=O)c3cc(Cl)cc(Cl)c3)CCC2=O)c1 (stereo not given)
  1	3	32	-2	0	-3	i	1	x
- N#Cc1ccccc1OCC(=O)OCC(=O)c1ccc2c(c1)NC(=O)CO2
  -9	2	-7	1	-5	-25	i	6	0.8
- CC(C)(C)OC(=O)N1CCCC(C(=O)Nc2cccc(C(=O)NCc3ccccc3)c2)C1 (stereo not given)
  0	-3	2	-1	0	0	i	2	1.5
- CC(C)(C)NC(=O)CSc1nnc(-c2ccncc2)o1
  1	-4	-6	x	-12	-8	i	0	-0.1
- COc1ccc(NC(=O)CSc2nnc(CC(=O)Nc3ccc(F)cc3)n2C)cc1
  0	4	1	3	-2	4	i	-1	-1.0
- CCCCNC(=S)N1CCN(c2ccccc2Cl)CC1
  4	0	8	1	-4	-135	i	8	-1.0
- Cc1nnc(NCCO)c2ccccc12
  18	-1	-3	-1	-2	-1	i	7	1.0
- CCCC/C(O)=C1\C(=O)CCCC1=NCCc1c(C)[nH]c2ccc(OC)cc12
  1	-2	2	-1	-7	7	i	0	-0.5
- CCOC(=O)c1c(C)nc2c(c1C)c(=O)oc1ccccc12
  6	0	13	-8	1	3	i	2	1.4
- CCc1ccccc1N(CC)C(=O)CCc1nc(-c2ccc(C)cc2)no1
  -13	-2	27	1	-1	-3	i	-3	-0.5
- O=C(CN1CCS(=O)(=O)CC1)N/N=C/c1cccc(C(F)(F)F)c1
  11	4	-5	-1	-7	8	i	-1	-1.1
- CCCc1c(C(=O)Nc2ccc(F)cc2C)cnn1-c1ccccc1
  8	-2	10	-2	-1	-1	i	5	-0.7
- FC(F)(F)c1cc(N2CCN(Cc3ccccc3)CC2)c2ccccc2n1
  2	-2	28	4	-9	1	i	-1	0.3
- O=C(CSCc1ccccc1)N=Nc1c(O)[nH]c2ccccc12
  -3	-2	-9	5	-8	-2	i	-10	0.5
- CN1C(=O)N(C)C2CC1N(C)C(=O)N2C
  2	1	-9	2	0	2	i	-6	-0.4
- Cc1cc(C(=O)N/N=C/c2ccc(C)o2)c2ccccc2n1
  -3	-2	-11	6	-4	9	i	-6	2.0
- O=C(CCS(=O)(=O)c1cc2c(cc1Cl)NC(=O)CO2)NCc1ccc(F)cc1
  1	-1	-2	1	-1	-4	i	0	0.0
- Cc1ccsc1/C=N/n1c(=S)[nH]nc(C)c1=O
  -7	1	-16	4	0	-45	i	-2	0.0
- NC(=S)N/N=C/c1coc2ccc(O)cc2c1=O
  -9	-4	-4	3	-3	13	i	2	1.8
- CC(C)Oc1ccc(S(=O)(=O)N2CCCCC2)cc1NC(=O)C1CSC2(C)CCC(=O)N12 (stereo not given)
  -4	2	-2	3	-2	6	i	-4	0.4
